MCF10A rereplic: A quantitative high throughput screen for small molecules that induce DNA re-replication in MCF 10a normal breast cells | MCF 10A DNA re-replication, Hoechst nuclear intensity, 48 h | AID 624296, 2012 | Potency, µM (series often up to 46.1 µM), without a hit: at the top dose activity, positive = re-replication, usual class: activators | 2.9% of 350,000 active; also: potency is read from the fitted curve at half-maximal effect; % of control where 0% means no effect; nearly all actives have a fitted effect of over 50% in size
ATXN2 expr inh: Primary qHTS for Inhibitors of ATXN expression. HEK-293 ATXN2-luciferase reporter, luminescence, 24 h. Potency, µM (series often up to 57 µM), for inactives: top-dose activity change, negative = inhibition, most hits filed as inhibitors. 0.72% of 360,000 active. AID 1745845, 2022; also: potency is read from the fitted curve at half-maximal effect; % is scaled to controls: 0 for no effect and ±100 for the full control effect; nearly all actives have a fitted effect of over 55% in size
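qHTS (up to 57 uM final) was run with 24 h compound exposure of reporter cells at 37 °C. Each well was multiplexed: SteadyGlo luminescence measured ATXN2-luciferase expression after a fluorogenic Gly-Phe-AFC viability readout (25 uM final).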
SW480 rereplic: A quantitative high throughput screen for small molecules that induce DNA re-replication in SW480 colon adenocarcinoma cells | SW480 DNA re-replication, Hoechst DNA content imaging, 48 h | Potency, µM (titrated, usually from 46.1 µM), without a hit: top-dose re-replication activation, usual class: activators | 1.8% of 340,000 active; also: potency is read from the fitted curve at half-maximal effect; % of control where 0% means no effect; nearly all actives have a fitted effect of over 55% in size
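Quantitative HTS format with DMSO vehicle controls; 48 hr drug incubation at 37 C, then 40 min Hoechst staining and scanning imager measurement at 405 nm excitation.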
HepG2 viability: qHTS for Inhibitors of TGF-b: Cytotox Counterscreen; HepG2 CAGA-GFP viability, ATP luminescence, 18 h; Potency, µM (top dose mostly 46.1 µM), for the others: top-dose activity change, negative = cytotoxicity, hits mostly cytotoxic; 0.76% of 410,000 active; also: potency is read from the fitted curve at half-maximal effect; some results filed as inactive show a strong effect at the top dose
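HepG2 CAGA-GFP cells (1000/well, DMEM with 1% FBS) received compound, then TGF-beta at 500 pg/mL final, and were incubated 18 hours at 37 degrees C. Viability was read by CellTiter-Glo luminescence. Media-only wells were set as complete cell-killing and DMSO as no toxicity.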
KB-3-1 tox: qHTS assay for MDR1-selective chemotherapeutics: Primary screen using the parental adenocarcinoma cell KB-3-1; KB-3-1 viability, CellTiter-Glo ATP luminescence, 72 h; Potency, µM (doses to about 46.1 µM), inactives show at the highest dose activity change, negative = cytotoxic, usual class: cytotoxic; 1.4% of 400,000 active; also: potency is read from the fitted curve at half-maximal effect; % is scaled to controls: 0 for no effect and ±100 for the full control effect; nearly all actives have a fitted effect of over 60% in size
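KB-3-1 cells, DMEM (no phenol red) + 10% FBS; compound by pin transfer, 72 h, 37 °C. Readout: CellTiter-Glo luminescence after 10 min. Data normalized, curve-fitted.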
S2 tox: Viability Counterscreen for Primary qHTS for Inhibitors of ATXN expression; 0.49% of 400,000 active; Potency, µM (doses to about 56.7 µM), hits mostly cytotoxic; S2 cells (HEK-293 line with an ATXN2-luciferase reporter) viability, CellTiter-Fluor protease fluorescence, 24 h; also: potency is read from the fitted curve at half-maximal effect; nearly all actives have a fitted effect of over 40% in size
IL-1B inflam inh: qHTS for Inhibitors of Inflammasome Signaling: IL-1-beta AlphaLISA Primary Screen; THP-1 LPS/ATP IL-1B secretion, AlphaLISA, 16 h; stronger effect = lower value; activity change, % at 57.5 µM; 4.7% of 360,000 active; AID 743279, 2014; in the data active = activity change below about -50%; inconclusive = mostly about -30% to -49%; also: % is scaled to controls: 0 for no effect and ±100 for the full control effect
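THP-1 cells pretreated 1 hr with compounds (up to 57.5 uM final), then stimulated with LPS (250 ng/mL final) plus ATP (1.25 mM final); secreted IL-1B measured by AlphaLISA after 16 hr, decreased signal indicating inhibition.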
HT1080-NT tox: qHTS for induction of synthetic lethality in tumor cells producing 2HG: qHTS for the HT-1080-NT fibrosarcoma cell line. AID 686970, 2013. HT-1080-NT fibrosarcoma viability, CellTiter-Glo ATP luminescence, 48 h. Potency, µM (series often up to 46.1 µM), for the others: top-dose activity, negative = less viability, actives largely listed as cytotoxic. 1.6% of 360,000 active;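 also: NT is the 2HG producing partner of a matched IDH1 knockdown line; potency is read from the fitted curve at half-maximal effect; 0% = DMSO-treated cells and -100% = media-only wells without cells; nearly all actives have a fitted effect of over 55% in size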
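Fibrosarcoma NT cells, 750 per well in 5% FBS RPMI, were exposed to compound for 48 hours. Viability: CellTiter-Glo luminescence.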
HT1080 IDH1KD tx: qHTS for induction of synthetic lethality in tumor cells producing 2HG: qHTS for the HT-1080-IDH1KD cell line | HT-1080 IDH1 knockdown viability, ATP luminescence, 48 h | Potency, µM (series often up to 46.1 µM), inactives show at the top dose activity, negative = toxicity, usual class: cytotoxic | 2% of 360,000 active | AID 686971, 2013;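 also: potency is read from the fitted curve at half-maximal effect; 0% = DMSO wells and -100% = cell-free medium wells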
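After a 2 h attachment period, IDH1KD HT-1080 cells took pin-transferred compound for 48 h at 37 °C; ATP-based luminescence after 10 min room-temperature reagent incubation reported viability.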
Numbers without * were called inactive; i = inactive; ? = inconclusive; . = no result given; [ ] = dose if it differs, or a comment. Unless noted, calls follow the shape of the dose curve; as a rule, active = well fitted curve in the direction sought with a large enough effect; inconclusive = small, poorly fitted or top-dose-only effect, or another doubt; inactive = no such curve, though single readings can be large; an effect the other way counts as inactive or inconclusive. An unsorted share of the library. About 8.9% of those tested had a hit in this group.

Compound	MCF10A rereplic	ATXN2 expr inh	SW480 rereplic	HepG2 viability	KB-3-1 tox	S2 tox	IL-1B inflam inh	HT1080-NT tox	HT1080 IDH1KD tx
CCOc1ccc(NC(=O)CN(C)C(=O)Cc2c[nH]c3ccccc23)cc1OCC	-7.8%	8.5%	-0.7%	-16.6%	-1.8%	i	4.0	2.3%	-15.6%
CC(C)c1ccc(OCC(=O)NC2=NCCS2)cc1	0.6%	44.9%[activator]	-4.2%	17.4%	3.6%	?	-18.0	1.3%	17.4%
Cc1cccc(N2C(=O)CC(Sc3nc(-c4ccccc4)c4cc(Cl)ccc4n3)C2=O)c1 (configuration not stated)	10.7%	0.8%	-4.6%	0.1%	20.5%	i	-13.4	0.0%	-0.7%[9.24 µM]
N#Cc1c(C(F)(F)F)cc(-c2ccc(Cl)cc2)nc1SCC(=O)O	4.4%	-12.9%	-7.0%	-21.7%	-10.1%	i	15.5	4.7%	-13.4%
Cc1cc2cc(CN(C(=O)C3CC3)C3CCCC3)c3nnnn3c2cc1C	?	-2.1%	14.5%	-12.1%	-22.3%	i	-18.8	-6.2%	-2.6%
Nc1nc(=O)n(C2CC(O)C(CO)O2)cc1F (configuration not stated)	13.1%	?	?	3.3%	21.6%	?	18.3	-20.0%	5.17µM*
COc1ccccc1NNC(=O)C(O)(c1ccccc1OC)c1ccccc1OC	4.2%	1.0%	-6.7%	-12.7%	-11.2%	i	9.5	14.8%	24.6%
O=C(NCCNC(=O)c1cccc(O)c1)c1cccc(O)c1	?	11.8%	-94.5%[inhibitor]	-21.6%	-2.6%	i	-6.3	0.2%	-8.4%
COC(=O)c1c(NC(=O)CN2C(=O)C(=O)N(C(C)C)C2=O)sc(C)c1C	2.5%	-0.6%	5.5%	7.5%	13.4%	i	0.0	-5.0%	-2.3%
Cc1cc(C)c(C)c(OCC(=O)NCC2CCCO2)c1 (configuration not stated)	-185.0%[0.0737 µM]	-17.5%	-2.3%	-7.1%	2.4%	i	-5.4	0.4%	-6.4%
Cc1ccc(-n2c(=O)c3ccccc3n(CC(=O)NCc3ccco3)c2=O)cc1	-9.3%	-7.2%	-18.7%	16.8%	4.7%	i	6.1	-5.1%	9.2%
O=C(O)COCC(=O)NCc1csc2ccccc12	?	0.3%	-9.4%	25.0%	1.0%	i	7.7	13.9%	18.6%
Cc1ccsc1CN1CCc2nc(Nc3ccccc3)ncc2C1	.	16.0%	.	-26.2%	?	i	.	.	.
O=C(N/C(=C/c1ccc([N+](=O)[O-])cc1)C(=O)N1CCOCC1)c1ccco1	5.5%	-5.7%	-5.3%	2.1%	11.6%	?	15.6	5.1%	4.6%
CCOc1cc(/C=C2\CCn3c2nc2cc(Cl)ccc2c3=O)ccc1O	13µM*	-27.9%	10.3µM*	-7.0%	1.4%	?	20.8	-9.1%	-10.7%
Cc1noc2ncnc(NCc3cccc(Cl)c3)c12	.	-24.9%	.	-12.8%	-10.2%	i	.	.	.
O=C(NCC1CC1)c1onc(CSc2nc3ccccc3[nH]2)c1C(=O)NCC1CC1	0.5%	-9.5%	2.3%	-58.8%	-2.8%	i	-12.2	0.2%	0.1%
CC(=O)N1CCSc2ccc(S(=O)(=O)Nc3ccccc3C)cc21	7.4%	?	139.5%	-8.8%	?	i	-57.0*	-6.0%	-21.9%
O=C(NCc1ccccc1Cl)c1ccc2c(=O)n(CCCN3CCCC3=O)c(=S)[nH]c2c1	1.5%	-11.8%	1.7%	-9.8%	18.2%	i	9.7	1.9%	2.5%
COC(=O)CC(=O)CSc1nc2cc(C(=O)NC(C)C)ccc2c(=O)n1CCc1ccccc1	.	-25.1%	.	-5.4%	-0.4%	?	.	.	.
CCC(OC(=O)CN1C(=O)c2ccccc2C1=O)C(=O)NC1CCCC1 (configuration not stated)	-6.6%	-2.5%	?	-0.3%	-2.1%	i	30.3	5.0%	16.0%
CCc1nnc(NC(=O)CSc2nnc(-c3c[nH]c4ccccc34)n2C)s1	-3.1%	6.5%	-18.6%	6.2%	2.6%	i	42.5	5.6%	-2.1%
COc1ccccc1CC(=O)Nc1cc(S(=O)(=O)N2CCOCC2)ccc1N1CCOCC1	-3.8%	4.1%	-4.7%	-0.7%	-9.2%	i	0.0	5.8%[9.24 µM]	-0.3%
Cc1onc(-c2c(Cl)cccc2Cl)c1C(=O)NCCN1CCOCC1	-7.2%	9.3%	-4.0%	-12.9%	1.9%	i	73.2	-3.4%[9.24 µM]	-18.7%
O=C(COC(=O)CCc1nc2ccccc2n1-c1ccccc1)Nc1ccc(N2CCCCC2)cc1	0.9%	2.9%	-3.0%	19.2%	19.3%	?	24.5	-23.4%	0.3%
CCOC(=O)CN1C(=O)C(O)=C(C(C)=O)C1c1ccccc1 (configuration not stated)	-0.2%	-7.4%	2.2%	4.2%	13.8%	?	19.0	11.0%	2.3%
CC1(C(=O)NCc2ccccc2)CSCC(=O)N1Cc1ccco1 (configuration not stated)	.	.	.	.	11.1%	.	12.7	10.1%	8.8%
Cc1ccc(Cl)c2sc(N3CCN(C(=O)c4ccco4)CC3)nc12	?	-22.3%	1.7%	-16.7%	-1.9%	i	?	-3.8%	-6.3%
Clc1cccc(OCc2nc(-c3ccncc3)no2)c1	-1.9%	.	-4.5%	-4.4%	0.0%	i	2.9	1.1%	-3.3%
CC(C)N(Cc1nccn1C)C(=O)CC1C(=O)NCCN1Cc1ccccc1C(F)(F)F (configuration not stated)	16.6%	1.8%	-1.9%	19.9%	2.0%	i	11.0	2.1%	21.5%
COc1ccc(C(=O)Nc2ccccc2C(=O)Nc2ccccc2)cc1	.	.	.	-20.5%	-0.7%	i	22.9	-4.5%	-0.4%
O=S(=O)(c1ccc2[nH]ccc2c1)N1CCCCCC1	10.3%	.	0.2%	-29.1%	-0.4%	i	-13.3	-4.5%	-0.4%

The last four records of the section before lead into the next.
Compound	MCF10A rereplic	ATXN2 expr inh	SW480 rereplic	HepG2 viability	KB-3-1 tox	S2 tox	IL-1B inflam inh	HT1080-NT tox	HT1080 IDH1KD tx
Clc1cccc(OCc2nc(-c3ccncc3)no2)c1	-1.9%	.	-4.5%	-4.4%	0.0%	i	2.9	1.1%	-3.3%
CC(C)N(Cc1nccn1C)C(=O)CC1C(=O)NCCN1Cc1ccccc1C(F)(F)F (configuration not stated)	16.6%	1.8%	-1.9%	19.9%	2.0%	i	11.0	2.1%	21.5%
COc1ccc(C(=O)Nc2ccccc2C(=O)Nc2ccccc2)cc1	.	.	.	-20.5%	-0.7%	i	22.9	-4.5%	-0.4%
O=S(=O)(c1ccc2[nH]ccc2c1)N1CCCCCC1	10.3%	.	0.2%	-29.1%	-0.4%	i	-13.3	-4.5%	-0.4%
COc1ccc(N(C)S(=O)(=O)c2cccc(C(=O)NC3CCCC(C)C3C)c2)cc1 (configuration not stated)	?	-0.6%	?	3.6%	-14.3%	i	2.9	0.8%	-2.0%
CN(C(=O)c1ccoc1)c1ccc2ccccc2c1	?	-20.7%	?	-12.1%	?	i	12.4	-3.3%	-25.4%
Cc1cc(C(=O)N/N=C/c2ccc(Br)o2)n[nH]1	-7.5%	.	-0.1%	-15.0%	8.4%	i	-2.9	15.0%	22.2%
Cc1ccc(-n2c(Cc3ccccc3)nnc2SCc2nc(-c3cccs3)no2)cc1C	.	?	.	-34.7%	0.0%	?	.	.	.
Cc1nc2nc(SCC(=O)NCc3ccccc3)nn2c(C)c1Cc1ccccc1Cl	.	-22.5%	.	1.8%	?	i	.	.	.
Cc1ccccc1-c1nnc(SCC(=O)Nc2cccc(C)c2C)o1	0.2%	25.9%	4.9%	-10.8%	-6.0%	i	?	11.7%	0.9%
Cc1ccc(NC(=O)c2ccc(NCCCN3CCC(C)CC3)c([N+](=O)[O-])c2)c(C)c1	7.3%	.	-12.3%	-44.5%	-0.9%	i	?	?	-12.9%
COc1cc(/C=N/n2c(C)n[nH]c2=S)ccc1OCc1ccc(F)cc1	?	14.1%	-2.3%	-9.6%	-5.4%	i	7.0	-1.6%	2.2%
CCCCn1c(O)c(N=NC(=O)c2ccco2)c2ccccc21	?	20.4%	2.6%	-18.1%	-13.6%	i	-10.9	-10.8%	-8.3%
Cc1c(NS(=O)(=O)c2cccc(C(=O)NCc3cccc(Cl)c3)c2)c(=O)n(-c2ccccc2)n1C	0.1%	-2.1%	-2.1%	0.2%	5.2%	i	1.3	5.8%	7.8%
CCC(NC(=O)c1ccccc1O)c1ccccc1 (configuration not stated)	-1.6%	-18.8%	-1.5%	-24.6%	-19.6%	i	9.6	-0.1%	-22.8%
COC(=O)[C@H](CCSC)NC(=O)N1CCN(Cc2ccccc2)CC1	0.0%	-2.4%	-2.7%	-17.5%	-1.2%	i	14.7	14.0%	-4.3%
O=C(Nc1c2n(c(=S)n(-c3ccccc3)c1=O)CCCCC2)c1ccccc1	-0.9%	-13.3%	0.0%	0.7%	6.1%	i	3.9	0.0%	4.6%
COc1ccc(N2CCN(CC(O)COCCOc3ccc(Br)cc3)CC2)cc1 (configuration not stated)	7.9%	-7.0%	-5.2%	2.8%	2.1%	i	14.6	-0.3%	5.2%
CC(O)c1cccc(N=Cc2ccc3ccccc3c2O)c1 (configuration not stated)	9.6%	.	0.3%	14.8%	0.2%	i	25.6	-8.5%	-19.5%

Screens deposited in PubChem by National Center for Advancing Translational Sciences (NCATS).
